# Screening results (PubChem BioAssay)
# LGR2 antag – inhibitors of bursicon-induced LGR2 CRE-luciferase signal, primary screen, cell-based, HEK293, CRE-luciferase reporter, bursicon stimulation | bursicon-stimulated, 4 h | inhibition, % at 9.99 µM | Drosophila bursicon receptor LGR2 (rickets) | hit rate 0.35% among 380,000;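 active = drop in luminescence signal, shown as inhibition above about 50% in the replicate tests, limit read from the data, passing the limit was not always enough; inconclusive = probably only some replicates passing the limit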;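 also: agonist challenge used bursicon conditioned medium at about half maximal strength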
# PAX8 inh HTS – inhibitors of PAX8-driven TPO luciferase reporter, primary screen, RMG-I cells, single concentration. inhibition, % at 12.6 µM. SteadyGlo, 24 h. AID 652154, 2013. hit rate 1.2% among 360,000;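 active = mean replicate inhibition at least 60% with every replicate also reaching 60%; inconclusive = only one of the two criteria is met; inactive = mean below 60% and not all replicates reaching 60%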;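 also: luciferase light reporting Pax8 driven TPO promoter activity; plate controls were median of neutral control wells for no effect and mitoxantrone controls for full effect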
# EWS-Fli block – EWS/Fli-driven NR0B1 reporter inhibitors, primary screen, A673 cells, NR0B1 luciferase, luminescence, MLPCN library | hit rate 0.67% among 350,000 | inhibition, % at 12.6 µM | viability-normalised;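 active = mean inhibition of at least 50% after viability correction, with every replicate also passing that limit; inconclusive = mean reaches 50% but only one of two replicates passes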;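 also: firefly luciferase signal divided by Alamar Blue viability fluorescence both relative to DMSO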
# DENV2 CPE – inhibitors of DENV2 cytopathic effect, primary screen, cell-based, plate reader, single concentration. hit rate 1.7% among 350,000. DENV2-infected cells, cytopathic effect rescue. CPE inhibition, % at 9.99 µM. AID 651640, 2012; in the data active = CPE inhibition above about 20%, passing the limit was not always enough; inconclusive = no clear call, values can overlap the other calls; tested in BHK-21 cells;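 also: 0% = median of neutral control wells and 100% = median of positive control wells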
# SIRT5 inh – SIRT5 desuccinylase inhibitors, primary screen, biochemical, fluorescence imaging, single point, set 5. Purified SirT5, succinyl-peptide AMC, trypsin-coupled fluorescence. inhibition, % at 15 µM. hit rate 1.1% among 330,000; in the data active = inhibition above about 15%; inconclusive = no clear call, values can overlap the other calls
# Target sequence (Q9NXA8 whole entry, looked up): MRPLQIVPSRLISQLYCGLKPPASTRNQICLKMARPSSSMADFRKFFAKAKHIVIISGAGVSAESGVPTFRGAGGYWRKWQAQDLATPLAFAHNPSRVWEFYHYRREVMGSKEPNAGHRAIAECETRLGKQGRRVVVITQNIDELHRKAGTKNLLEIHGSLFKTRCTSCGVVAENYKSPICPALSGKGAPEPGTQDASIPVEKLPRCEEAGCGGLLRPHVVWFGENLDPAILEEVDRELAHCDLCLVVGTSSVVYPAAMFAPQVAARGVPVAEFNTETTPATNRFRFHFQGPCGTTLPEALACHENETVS
# CASP6 VEID inh – human caspase-6 inhibitors, primary screen, biochemical, VEID-R110 fluorescence, single point, set 2. P55212. purified caspase-6, Z-VEID-R110 cleavage fluorescence. inhibition, % at 12.5 µM. hit rate 0.53% among 350,000;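 active = mean inhibition across replicates at least about 35%, with every replicate also reaching that limit, limit read from the data; inconclusive = only one of the two criteria met; inactive = neither criterion met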;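 also: 0% = median of neutral control wells and 100% = no fluorescence left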
# Target sequence (P55212 24-179 limits assumed): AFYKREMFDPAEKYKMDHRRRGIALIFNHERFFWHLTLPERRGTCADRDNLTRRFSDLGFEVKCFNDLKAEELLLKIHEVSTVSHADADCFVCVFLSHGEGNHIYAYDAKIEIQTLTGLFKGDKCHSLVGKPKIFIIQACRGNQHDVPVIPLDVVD
# Target sequence (P55212 194-293 limits assumed): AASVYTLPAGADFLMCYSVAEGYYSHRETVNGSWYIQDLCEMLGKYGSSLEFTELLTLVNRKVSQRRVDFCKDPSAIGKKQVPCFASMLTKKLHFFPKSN
# ARNT-TACC3 inh – disruptors of ARNT/TACC3 protein interaction, primary screen, biochemical, AlphaScreen, single concentration; Transforming acidic coiled-coil-containing protein 3 (Homo sapiens), Q9Y6A5; AlphaScreen His-ARNT PAS-B/GST-TACC3 binding, luminescence; TACC3 fragment carries E629A point mutation; inhibition, % at 9.99 µM; hit rate 0.66% among 390,000; AID 623870, 2012;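 active = mean inhibition of replicates at least 50% and at least half of replicates each reaching 50%; inconclusive = half or more replicates reach 50% but mean below 50%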;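 also: 0% = complete ARNT plus TACC3 wells and 100% = ARNT alone without TACC3; many hits fall short of the cut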
# * hit, by the source's call; ? = inconclusive; . = not tested or not shown. Compounds as they come; overall some 4.9% were active at least once.
canonical_smiles,LGR2 antag,PAX8 inh HTS,EWS-Fli block,DENV2 CPE,SIRT5 inh,CASP6 VEID inh,ARNT-TACC3 inh
COC(=O)c1c(C(C)=O)c(C)n(C)c1C,-1.2,0.5,1.1,1.4,16.1*,-0.9,0.6
Cc1c(CCC(=O)O)c(=O)oc2cc(OCc3cccc(F)c3)ccc12,-1.5,-18.7,-12.1,-0.7,-31.7,-0.3,0.8
Nc1nonc1C(=O)NCCNCc1ccccc1OCc1ccc(F)cc1,4.3,.,19.2,0.9,-2.4,-1.4,1.1
Cc1cccc(N(Cc2ccccc2)C(=O)Cc2ccc(S(=O)(=O)N3CCOCC3)s2)c1,-7.3,-0.9,18.4,-5.0,-2.2,-0.1,8.8
Cc1cc(C)n2c(=O)[nH]nc2c1,-8.1,2.3,-0.9,-5.0,.,-4.0,2.5
COc1ccc2cc(/C=C3\SC(=S)NC3=O)c(N3CCOCC3)nc2c1,.,20.1,9.5,-5.5,-3.3,16.0,11.0
CC(=O)N1CCN(c2ccc(N3CCN(Cc4ccccc4)[C@@H](C)C3)c(C)c2)[C@H](C)C1,21.5,10.8,5.8,5.3,-0.4,0.7,.
CO[C@@H]1CN(C)C(=O)c2cc(NC(=O)c3ccc(Oc4ccccc4)cc3)ccc2OC[C@@H](C)NC[C@H]1C,1.6,22.6,8.8,8.5,-1.7,-1.9,10.4
COc1cc(C2c3[nH]c4ccccc4c3CC3COC(=O)N32)cc(OC)c1O (stereo not given),-3.3,.,64.4*,0.2,2.3,2.2,-1.6
Cc1ccc(S(=O)(=O)n2cccc2C)cc1,-14.2,3.2,-1.7,10.0,-3.9,-5.4,.
Cn1c2ccccc2c2nnc(SCC(=O)NC3CC3)nc21,7.4,13.6,-4.4,-0.4,1.1,1.0,-0.3
CC(C)NC(=O)N(C)C[C@@H]1OCc2ccccc2-c2c(n(C)c3ccccc23)C(=O)N([C@@H](C)CO)C[C@@H]1C,-19.3,10.3,-3.0,-7.4,2.8,.,.
CNc1c(C(=O)O)ccc2c1C(=O)c1ccccc1C2=O,9.0,-4.9,-8.9,-6.1,3.2,0.4,3.9
Cc1ccc2nc(-c3ccc(C#N)cc3)c(Cc3ccccc3C(F)(F)F)n2c1,-4.9,-12.8,-30.7,63.0*,0.6,-3.3,.
O=C(NC(=O)c1ccccc1O)c1ccc(C(F)(F)F)cc1,.,-88.5,-55.2,8.0,-5.0,-3.3,.
C[C@@H]1CN([C@H](C)CO)C(=O)Cc2cc(NC(=O)Cc3cn(C)c4ccccc34)ccc2O[C@H]1CN(C)S(=O)(=O)c1cn(C)cn1,10.7,-5.4,3.7,4.4,-0.1,4.7,.
O=C(O)c1cscc1-c1cccc2ccccc12,18.6,-8.2,7.6,-4.1,.,-3.6,.
CCN1C(=O)C(CC(=O)Nc2ccc(OC)cc2)N(CCCN2CCN(c3ccc(OC)cc3)CC2)C1=S (stereo not given),-0.7,13.2,5.7,.,0.8,0.5,9.2
COC(=O)N[C@H]1CC=C[C@@H]1Cc1cccc(Oc2ccccc2)c1,-3.8,2.7,-8.5,-18.0,.,-39.5,.
C[C@@H]1CN([C@H](C)CO)S(=O)(=O)c2ccc(-c3ccncc3)cc2O[C@@H]1CN(C)Cc1cccnc1,-5.7,.,-4.6,7.1,-4.5,-0.1,-1.2
O=C(C1CCC1)N1CC2(C1)[C@@H](c1ccccc1)[C@@H](CO)N2CCC(F)(F)F,8.3,.,1.4,0.4,1.6,-4.3,.
c1cc(-c2ccc3[nH]ccc3c2)n2ccnc2c1,-9.5,-33.3,7.1,-7.3,.,-4.5,.
Cc1cc(C)cc(C(=O)NC(CC(N)=O)c2ccc(NC3CCCCCC3)c([N+](=O)[O-])c2)c1 (stereo not given),-2.5,-3.4,-2.2,-15.3,-5.1,-0.5,0.3
COCc1cn(CC[C@H]2CC[C@H](NC(=O)c3ccccc3)[C@H](CO)O2)nn1,10.5,-9.6,4.7,?,3.7,-1.8,-6.4
Cn1ccc(C(=O)Oc2ccc(C(=O)Nc3ccc(F)cc3F)cc2)n1,-3.1,-75.0,-29.6,2.3,-1.0,7.0,-8.3
CCOC(=O)C(NCCc1ccccc1)(NC(=O)CC)C(F)(F)F (stereo not given),19.3,-10.0,-10.3,4.2,0.4,-1.2,7.2
CCOC(=O)C(C)(C)CC#CCN(CC#Cc1ccccc1)S(=O)(=O)c1ccc(C)cc1,6.1,9.4,-3.4,-0.2,.,12.1,.
O=C(NCCOCC(F)(F)C(F)F)c1cc(F)c(F)cc1Cl,1.6,.,-5.6,-8.0,2.3,3.1,-1.4
CCCCCCN1C2=NCCCN2c2ccccc21,19.9,-4.1,-5.3,1.9,-7.9,-0.2,0.2
CCOC(=O)CSc1n[nH]c(=S)s1,10.4,4.8,2.8,4.3,1.2,-1.4,-2.6

# The list continues.
canonical_smiles,LGR2 antag,PAX8 inh HTS,EWS-Fli block,DENV2 CPE,SIRT5 inh,CASP6 VEID inh,ARNT-TACC3 inh
C/C=C/c1ccc2c(c1)O[C@H](CN(C)CC1CCOCC1)[C@@H](C)CN([C@@H](C)CO)S2(=O)=O,8.9,-13.9,4.5,4.9,1.3,-3.1,-5.1
CCCNC(=O)Nc1ccc2c(c1)OC[C@H](C)N(Cc1cncnc1)C[C@@H](C)[C@@H](OC)CN(C)C2=O,-5.9,-3.6,7.6,-2.5,-6.2,-6.3,6.2
O=C(Oc1c(CN2CCOCC2)cc(Cl)c2cccnc12)c1ccccc1Br,12.2,25.0,20.6,41.0*,-3.0,-1.5,62.8*
COc1ccc(S(=O)(=O)Nc2ccc3c(c2)C(=O)N([C@@H](C)CO)C[C@@H](C)[C@H](CN(C)C(=O)Nc2ccc4c(c2)OCO4)OCCCC[C@@H](C)O3)cc1,1.5,-1.6,-2.1,-3.3,6.4,1.0,-2.6
C[C@H]1CN([C@@H](C)CO)C(=O)Cc2cc(NC(=O)Cc3ccccc3)ccc2O[C@@H]1CN(C)Cc1ccccc1,14.1,8.5,-0.5,-8.0,-0.9,0.5,-9.8
CCC(Oc1ccc(Br)cc1)C(=O)N1CCN(c2ncccn2)CC1 (stereo not given),15.7,-4.5,.,6.0,-0.6,1.1,20.7
O=C(O)c1cccc(NC(=O)c2cn(-c3ccccc3)nc2-c2cc3ccccc3o2)c1,-17.7,33.0,-4.8,-10.8,-5.0,-0.1,-8.2
C[C@@H]1CN([C@@H](C)CO)C(=O)Cc2cc(NC(=O)Nc3cccc4ccccc34)ccc2O[C@H]1CN(C)CC1CCCCC1,-8.3,44.9,3.8,5.5,-4.9,-2.1,20.5
Cc1noc(C)c1NC(=O)Nc1ccc2c(c1)CC(=O)N([C@H](C)CO)C[C@H](C)[C@@H](CN(C)C(=O)Nc1ccc(C(F)(F)F)cc1)O2,16.6,.,14.1,-4.4,-1.4,1.5,-4.4
O=C(COC(=O)c1n[nH]c2ccccc12)Nc1ccc(Cl)cc1[N+](=O)[O-],12.4,4.1,-10.7,-4.6,.,1.0,-1.4
COC(=O)C1=C(C)N(Cc2ccccc2)C(=O)/C1=C\c1ccco1,14.4,-4.1,1.5,-6.2,-0.7,-0.4,5.2
Cc1nnc(SCCn2c(N3CCCC(C)C3)nc3c2c(=O)n(C)c(=O)n3C)s1 (stereo not given),-0.4,-11.1,5.6,13.1,5.6,-0.4,-5.2
CC/C(=N\NC(=O)c1nnn(-c2nonc2N)c1-c1cccc(OC)c1)c1ccc(C)cc1,-2.6,-26.4,.,3.9,6.9,-1.4,-4.1
Cc1ccc(S(=O)(=O)N2CCC(C(=O)OCC(=O)Nc3cc(S(C)(=O)=O)ccc3Cl)CC2)cc1C,6.9,-5.8,.,6.2,-1.9,3.6,-5.7
NC(=O)CSc1nc(-c2ccccc2)nc2ccccc12,0.8,9.3,4.4,0.9,-2.9,-0.4,3.4
CC(=O)[C@@H]1[C@@H]2C(=O)N(c3ccccc3F)C(=O)[C@@H]2[C@H]2c3ccccc3C=NN12,6.0,12.8,10.1,1.1,-1.0,6.4,.
O=C(Nc1cc(Cl)ccc1N1CCOCC1)c1ccco1,8.4,12.4,.,-5.3,-2.3,2.4,-10.3
CC(C)NC(=O)Nc1ccc2c(c1)C(=O)N([C@H](C)CO)C[C@@H](C)[C@@H](CN(C)S(=O)(=O)c1ccccc1)O2,-4.5,4.4,6.5,-1.9,-0.3,0.6,1.1
O=S(=O)(c1ccc(S(=O)(=O)N2CCC(O)CC2)cc1)N1CCCC1,-13.1,-0.1,5.2,-3.9,0.2,-1.5,3.4
COc1ccc(C(=O)C2CCCN(Cc3ccc4nonc4c3)C2)c(OC)c1 (stereo not given),-15.3,28.9,27.1,-4.6,-3.4,5.5,9.2
COc1ccc(C(C)=O)cc1COC(=O)c1cnc(Cl)c(Cl)c1,.,15.0,4.0,-0.7,-6.9,1.9,-3.3
CN(C)c1ccc(CNc2ncn[nH]2)cc1,10.2,-0.1,6.2,-1.0,-1.2,-0.4,-6.3
O=C(NNS(=O)(=O)c1ccccc1[N+](=O)[O-])c1cc2ccccc2cc1O,-3.8,-2.2,-7.8,-1.9,-1.9,20.3,2.8
Cc1noc(C)c1NC(=O)N(C)C[C@H]1Oc2ccc(NC(=O)C3CC3)cc2C(=O)N([C@H](C)CO)C[C@H]1C,2.9,-5.1,4.1,2.7,-3.6,-2.6,1.2
C[C@@H]1CN([C@H](C)CO)C(=O)c2ccccc2-c2ccccc2CO[C@H]1CN(C)C(=O)NC1CCCCC1,8.0,-1.0,-1.5,-4.6,-2.9,0.3,-7.8
O=[N+]([O-])c1ccccc1Oc1cnc2ccccc2n1,-6.7,6.0,6.5,6.6,1.9,0.9,.
C/C(N)=C(/C#N)C(=O)CSc1cc(C)c2cc(C)cc(C)c2n1,-14.9,-1.3,-5.5,11.8,2.6,2.6,-4.1
O=C(C[C@@H]1C[C@@H]2c3cc(NC(=O)Nc4ccccc4)ccc3O[C@@H]2[C@@H](CO)O1)NC1CCCC1,1.7,-9.0,-13.2,10.5,.,0.1,3.7
CCCCN(CC)CCCNC(=S)Nc1ccc2nc3n(c(=O)c2c1)CCCCC3,5.7,-2.5,-7.9,-8.2,-6.9,-8.7,0.6
O=C(NCC(=O)N1CC=C(c2ccccc2)CC1)c1ccc(F)cc1,5.1,.,-4.2,-3.3,-6.6,0.9,.

# Single records, as listed above:
# CC(C)NC(=O)Nc1ccc2c(c1)C(=O)N([C@H](C)CO)C[C@@H](C)[C@@H](CN(C)S(=O)(=O)c1ccccc1)O2 as listed: LGR2 antag = -4.5; PAX8 inh HTS = 4.4; EWS-Fli block = 6.5; DENV2 CPE = -1.9; SIRT5 inh = -0.3; CASP6 VEID inh = 0.6; ARNT-TACC3 inh = 1.1
# Cn1ccc(C(=O)Oc2ccc(C(=O)Nc3ccc(F)cc3F)cc2)n1 as listed: LGR2 antag = -3.1; PAX8 inh HTS = -75.0; EWS-Fli block = -29.6; DENV2 CPE = 2.3; SIRT5 inh = -1.0; CASP6 VEID inh = 7.0; ARNT-TACC3 inh = -8.3

# Additional entries.
canonical_smiles,LGR2 antag,PAX8 inh HTS,EWS-Fli block,DENV2 CPE,SIRT5 inh,CASP6 VEID inh,ARNT-TACC3 inh
Cc1ccc(S(=O)(=O)Nc2ccc3c(c2)C(=O)N([C@@H](C)CO)C[C@H](C)[C@@H](CN(C)CC2CCCCC2)O3)cc1,0.0,1.1,-3.6,-8.5,3.5,-5.6,12.7
COCCOc1ccc(C(F)(F)F)cc1NC(=O)Cc1ccc(S(=O)(=O)N2CCOCC2)s1,-11.1,22.3,14.0,2.1,-1.5,-5.1,-6.6
C[C@H](CO)N1C[C@H](C)[C@H](CN(C)C(=O)CN(C)C)Oc2cc(C#Cc3ccc(F)cc3)ccc2S1(=O)=O,-12.6,.,58.2*,12.9,-1.1,0.3,14.4
O=C(c1cc2ccccc2cc1O)N1CCN(c2ccc([N+](=O)[O-])cc2)CC1,-0.7,22.6,8.7,5.2,-1.6,5.8,-13.8
